APP transl inh = APP translation inhibition | inhibition, % at 2 µM | 190,000 compounds, 0.82% hits | SH-SY5Y APP 5'UTR-luciferase reporter, luminescence;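 active = inhibition above a set limit, derived from the sample mean plus 3 SD, cut at about 45% in these data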; also: values of inactives mirror those of a sister screen read the other way
TLR4-MyD88 BLA = TLR4-MyD88 interaction inhibition in cells; HeLa CL3-4 TLR4/MyD88 BLA complementation, FRET ratio; inhibition, % at 8.4 µM; 200,000 compounds, 0.18% hits; AID 861; in the data active = inhibition above about 25%;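 also: 0% = vehicle and 100% = reference inhibitor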
Target sequence (O00206 whole entry, looked up): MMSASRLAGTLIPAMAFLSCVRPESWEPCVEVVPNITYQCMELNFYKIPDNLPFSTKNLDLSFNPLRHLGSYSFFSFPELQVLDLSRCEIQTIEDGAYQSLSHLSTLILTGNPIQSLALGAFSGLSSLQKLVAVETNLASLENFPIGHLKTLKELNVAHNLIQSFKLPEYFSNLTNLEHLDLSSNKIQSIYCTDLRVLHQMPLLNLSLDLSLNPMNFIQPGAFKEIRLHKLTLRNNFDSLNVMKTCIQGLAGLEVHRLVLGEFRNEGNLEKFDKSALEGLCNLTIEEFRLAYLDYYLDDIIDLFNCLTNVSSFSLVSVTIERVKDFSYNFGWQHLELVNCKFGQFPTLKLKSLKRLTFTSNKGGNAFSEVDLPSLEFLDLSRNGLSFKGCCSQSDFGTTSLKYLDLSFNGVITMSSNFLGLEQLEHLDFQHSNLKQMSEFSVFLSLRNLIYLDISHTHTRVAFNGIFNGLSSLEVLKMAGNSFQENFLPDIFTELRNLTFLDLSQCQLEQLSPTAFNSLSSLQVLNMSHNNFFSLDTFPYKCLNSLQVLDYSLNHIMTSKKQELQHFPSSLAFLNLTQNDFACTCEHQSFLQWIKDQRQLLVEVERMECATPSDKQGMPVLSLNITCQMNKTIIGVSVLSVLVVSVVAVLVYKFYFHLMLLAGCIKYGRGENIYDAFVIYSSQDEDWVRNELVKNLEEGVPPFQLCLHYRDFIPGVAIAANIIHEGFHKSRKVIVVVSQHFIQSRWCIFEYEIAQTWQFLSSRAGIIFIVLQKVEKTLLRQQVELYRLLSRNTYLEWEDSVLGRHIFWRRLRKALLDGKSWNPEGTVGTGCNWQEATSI
Target sequence (Q99836 whole entry, looked up): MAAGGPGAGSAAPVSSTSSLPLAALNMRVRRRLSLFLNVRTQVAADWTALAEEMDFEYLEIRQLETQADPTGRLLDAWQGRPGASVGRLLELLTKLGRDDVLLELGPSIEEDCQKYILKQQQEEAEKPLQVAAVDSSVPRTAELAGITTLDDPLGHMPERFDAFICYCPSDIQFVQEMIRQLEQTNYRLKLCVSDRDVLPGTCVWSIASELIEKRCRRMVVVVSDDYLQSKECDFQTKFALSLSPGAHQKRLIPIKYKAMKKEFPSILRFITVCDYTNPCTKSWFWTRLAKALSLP
Hsp70 act = Hsp70 transcriptional activation, primary screen; HeLa Hsp70 promoter luciferase reporter, luminescence; scaled: vehicle 0, proteasome-inhibitor control 100%; activation, % at 10 µM; 200,000 compounds, 0.04% hits;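 active = activation above the mean across all tested compounds plus 3 SD, cutoff set per campaign, cut at about 5.5% in these data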;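 also: 100% = MG132 at 30 µM as the positive control and 0% = DMSO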
Diaph act CS = counter-screen for diaphorase-based assays: diaphorase activators and chemical reducers; Diaphorase/resazurin coupled assay, resorufin fluorescence, 16 min; stronger effect = higher value; 1 = vehicle wells, 0 = NADH-free wells; activation factor at 20 µM; 190,000 compounds, 0.005% hits; AID 1229;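 active = diaphorase activity raised at least twofold by the compound at 20 µM; inactive = activation factor below 2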
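Test system: Clostridium kluyveri diaphorase, purified enzyme; input: enzyme 0.07 U/mL final; buffer or medium: 50 mM HEPES pH 7.4 with 4.542 mM MgCl2, 0.005% Tween 20; also added: 0.114 mM NADH and 0.1 mM resazurin, final amounts; schedule: 16 min enzyme reaction, ambient temperature; technique: fluorescence of resorufin, 544 nm excitation, 590 nm emission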
G6PDH counter = L. mesenteroides G6PDH inhibition counter-screen; 200,000 compounds, 0.12% hits; inhibition, % at 5 µM; Purified L. mesenteroides G6PDH, diaphorase/resazurin coupled fluorescence, 45 min; in the data active = inhibition above about 50%
Diaphorase inh = counter-screen for diaphorase-based assays: diaphorase inhibitors and chemical oxidizers; diaphorase resazurin-to-resorufin fluorescence, NADH, 16 min; bacterial (C. kluyveri) enzyme, not human; AID 1217; 190,000 compounds, 0.69% hits; inhibition, % at 20 µM;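 active = primary screen inhibition at 20 µM above a set limit, cut at about 50% in these data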;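 also: plate controls were DMSO with full reaction for no effect and wells lacking NADH for full effect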
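Assay system: diaphorase enzyme from Clostridium kluyveri; Input: enzyme working solution with 0.14 U/mL diaphorase; Timing: 16 min at room temperature; Technique: resorufin fluorescence, excitation 544 nm, emission 590 nm; Benchmarks: positive control minus NADH, DMSO neutral control.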
STAT3 act = activators of IL-6 induced STAT3 signaling; U3A cells, IL-6 STAT3-luciferase reporter, luminescence; 100% = signal with IL-6 EC80 alone; activation (% of control), % at 5.6 µM; 190,000 compounds, 0.91% hits;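 active = activation above the screen-wide mean of compound activation plus 3 SD, cut at about 130% in these data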;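 also: 0% = background luminescence of wells with medium and substrate only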
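Test system: human U3A cells carrying STAT3-luciferase construct; control set: IL-6-only wells as 100% reference; timing: compound pre-incubation 1 h before IL-6, then 6 h stimulation at 37 °C; also added: IL-6 stimulus at 33 ng/mL final; evaluation: % activation versus median of IL-6-stimulated wells; detection: reporter luminescence signal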
STAT1 activator = activators of IFN-gamma induced STAT1 signaling. NIH 3T3 STAT1-luciferase reporter, luminescence; 100% = IFN-gamma alone, no compound. activation (% of control), % at 5.5 µM. 200,000 compounds, 2.6% hits. AID 932;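 active = activation above the screen-wide mean activation plus 3 SD, cut at about 130% in these data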;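 also: raw ratio to IFN-gamma control signal so 100% means no change and 0% no light; values of inactives mirror those of a sister screen read the other way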
STAT3 inh = reduces IL-6 driven STAT3 reporter signal | U3A cells, IL-6 STAT3-luciferase reporter, luminescence; host cell line lacks STAT1 | inhibition, % at 5.5 µM | 190,000 compounds, 0.89% hits;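 active = inhibition above the mean inhibition across all screened compounds plus 3 SD, cut at about 44% in these data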;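 also: 0% = DMSO only wells and 100% = 100 µM nifuroxazide control wells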
STAT1 blocker = STAT1 signaling inhibition | inhibition, % at 5.5 µM | AID 920 | 200,000 compounds, 0.35% hits | NIH 3T3 STAT1-luciferase reporter, IFN-gamma, luminescence;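 active = inhibition above a set limit, the mean inhibition across all tested compounds plus 3 SD, cut at about 34% in these data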;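 also: 0% = IFN-gamma with DMSO and 100% = IFN-gamma with 300 µM nifuroxazide; values of inactives mirror those of a sister screen read the other way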
Starred values were filed as active, the others as inactive; / = not tested or not shown. Outcome played no part in choosing rows (roughly 6.1% active in at least one column).

SMILES	APP transl inh	TLR4-MyD88 BLA	Hsp70 act	Diaph act CS	G6PDH counter	Diaphorase inh	STAT3 act	STAT1 activator	STAT3 inh	STAT1 blocker
Cc1ccccc1NC(=O)CSc1nnc(-c2ccccc2)n1-c1ccccc1	-5.5	-16.9	-0.2	0.9	4.7	11.4	108.4	101.5	-4.9	-1.6
COC(=O)c1cccc(S(=O)(=O)N2CCC(C)CC2)c1	-7.2	4.0	0.2	0.8	4.1	17.0	100.2	91.8	2.8	4.5
CC(C)c1ccc(-c2nc(N3CCOCC3)[nH]c(=O)c2C#N)cc1	-1.6	-5.2	-0.2	1	4.5	2.1	103.9	98.5	0.3	1.6
Cc1nc(N)ncc1Sc1ccc(Cl)cc1	6.7	1.4	0.4	1.1	5.1	-6.5	110.8	99.7	0.8	-0.4
CCSc1nc2c(c(=O)[nH]1)C(c1ccncc1)C(C(=O)OC(C)C)=C(C)N2 (centres undefined)	-5.7	5.8	-0.1	1	0.9	3.1	110.7	102.6	-10.3	-2.8
Cc1ccc(-c2nnc(Sc3nc4ccccc4o3)c3ccccc23)cc1	-37.6	6.4	-0.1	0.7	8.9	25.7	100.6	99.0	6.4	1.2
CN(C)N1C(N)=C(C#N)C(c2cccnc2)C2=C1CCCC2=O (centres undefined)	1.2	12.3	-0.4	1	7.6	0.0	113.3	104.8	-17.6	-5.4
CCOC(=O)/C=C1\SCC(=O)N1CC(=O)Nc1ccc2c(c1)CCC2	4.2	11.5	-0.2	0.9	2.8	10.5	112.2	100.5	-6.9	-0.6
Cc1cccc(NC2=C/C(=N/S(=O)(=O)c3cccs3)c3ccccc3C2=O)c1	-24.9	1.2	-0.3	0.9	53.4*	13.0	115.5	97.3	-7.9	3.0
CC(C)Oc1ccc(C(=O)Nc2ccc([N+](=O)[O-])cc2)cc1	-125.9	-2.6	0.4	1.1	9.5	-8.8	87.8	122.0	18.3	-25.9

Shown comma-delimited: four of the compounds above
SMILES,APP transl inh,TLR4-MyD88 BLA,Hsp70 act,Diaph act CS,G6PDH counter,Diaphorase inh,STAT3 act,STAT1 activator,STAT3 inh,STAT1 blocker
Cc1nc(N)ncc1Sc1ccc(Cl)cc1,6.7,1.4,0.4,1.1,5.1,-6.5,110.8,99.7,0.8,-0.4
CCSc1nc2c(c(=O)[nH]1)C(c1ccncc1)C(C(=O)OC(C)C)=C(C)N2 (centres undefined),-5.7,5.8,-0.1,1,0.9,3.1,110.7,102.6,-10.3,-2.8
Cc1ccc(-c2nnc(Sc3nc4ccccc4o3)c3ccccc23)cc1,-37.6,6.4,-0.1,0.7,8.9,25.7,100.6,99.0,6.4,1.2
CN(C)N1C(N)=C(C#N)C(c2cccnc2)C2=C1CCCC2=O (centres undefined),1.2,12.3,-0.4,1,7.6,0.0,113.3,104.8,-17.6,-5.4

The list goes on:
SMILES	APP transl inh	TLR4-MyD88 BLA	Hsp70 act	Diaph act CS	G6PDH counter	Diaphorase inh	STAT3 act	STAT1 activator	STAT3 inh	STAT1 blocker
COc1cc(NC(=O)c2ccco2)ccc1NC(=O)C(C)C	8.3	-0.5	-0.2	1	-0.6	0.6	93.1	102.3	8.3	-8.3
CCN(C(=O)c1cn(C)c(=O)c2cc(OC)c(OC)cc12)c1ccccc1C	-13.3	5.4	-0.2	0.9	-6.0	11.4	94.0	95.2	9.3	5.1
CC(C)OP(=O)(OC(C)C)C(Nc1ccccn1)c1ccc(F)cc1 (centres undefined)	13.3	15.2	-0.3	1	5.7	3.4	96.0	107.9	8.1	-8.8
Cc1ccccc1-c1nnc(SCc2ccccc2F)o1	-141.8	-4.0	0.5	0.8	4.3	16.0	101.3	148.3*	1.8	-52.6
Cc1cc(C(=O)N2CCCC(C(=O)c3cccc4ccccc34)C2)nc(C)n1 (centres undefined)	-9.6	-0.7	0.3	0.9	2.5	14.1	104.1	98.1	7.1	1.2
O=C(CCS(=O)(=O)c1ccc(Br)cc1)N1CCN(Cc2ccccc2)CC1	-18.8	11.9	-0.4	0.8	-2.8	15.5	99.3	98.5	7.3	2.8
COc1ccc(Cn2nnnc2C(C(C)C)N2CCN(c3ccccc3OC)CC2)cc1 (centres undefined)	11.7	9.8	-0.3	0.8	-2.3	17.1	96.5	102.7	12.8	-3.0
Cc1ccc(OCc2nc(-c3ccc(Cl)cc3)n[nH]2)cc1	-0.2	-13.5	0.1	0.7	-27.6	32.1	85.4	117.3	20.4	-18.9
COC(=O)c1ccccc1OCCCN(C)C	6.5	8.9	-0.2	0.9	2.7	11.0	81.9	90.3	22.6	10.8
CCn1c(C)nc2cc(S(=O)(=O)C(F)F)ccc21	-2.7	-9.4	-0.2	0.9	1.8	11.2	94.6	97.7	9.4	2.6
O=C(COC(=O)c1ccccc1F)Nc1cccnc1Cl	-22.1	-7.2	-0.1	1	0.0	0.8	93.5	101.6	11.4	-3.6
O=C(Cn1cnc2ccccc21)N/N=C/c1ccccc1[N+](=O)[O-]	-5.3	4.0	-0.2	1.1	-2.4	-7.5	103.3	117.3	-0.7	-19.2
CCc1ccc(NC(=O)c2noc3c2CCc2ccccc2-3)cc1	-1.3	-7.5	-0.3	0.9	-7.6	13.3	106.5	113.2	-0.4	-14.3
Cc1ccc(S(=O)(=O)N(C)C)cc1NS(=O)(=O)c1ccc(Cl)s1	7.0	11.0	-0.5	0.8	13.6	15.8	97.8	97.6	4.9	2.7
COc1ccc(/C=C2\C(=O)N(c3c(Cl)cc(Cl)cc3Cl)N=C2NC(=O)c2cccc([N+](=O)[O-])c2)cc1	-11.8	-7.2	-0.1	0.8	14.6	15.1	103.2	107.5	-8.5	-8.3
Cc1sc(NC(=O)CSc2nnnn2C)c(C#N)c1C	0.7	-14.4	0.5	0.9	7.6	12.6	98.9	99.9	3.6	-1.8
CC(=O)Nc1cccc(OCC(O)Cn2cnc3ccccc32)c1 (centres undefined)	-2.1	-1.2	0.2	0.9	12.9	14.9	97.2	97.4	7.6	2.9
COc1ccc(CCN2C(=O)C(Oc3ccccc3C)C2c2ccc3c(c2)OCO3)cc1OC (centres undefined)	-17.4	-9.7	-0.1	0.8	4.7	15.6	118.0	96.4	-10.4	4.0
Cc1ccc(NC(=O)c2ccc(CNc3c(N4CCOCC4)c(=O)c3=O)cc2)cc1	9.9	-7.2	-0.3	0.9	2.9	12.5	105.0	95.8	3.2	4.7
CCOC(=O)C1CCCN(C(=O)c2ccc(CNc3c(N4CCC(C)CC4)c(=O)c3=O)cc2)C1 (centres undefined)	-20.5	-3.6	-0.2	0.9	-17.7	13.5	97.3	102.1	2.5	-5.2
COc1ccc(CCNC(=O)c2cc(-c3cccs3)on2)cc1OC	8.5	3.5	0.9	1	-3.2	4.6	104.2	102.3	4.0	-2.6
CCOC(=O)c1cc2c(=O)n3ccccc3nc2n(CCOC)c1=NC(=O)c1ccncc1	9.1	-8.7	-0.1	0.9	-6.2	6.6	96.5	87.0	7.4	14.1
CCSc1nc(-c2cccnc2)ccc1C#N	14.5	-1.8	-0.5	0.8	0.1	16.3	101.2	91.3	0.9	9.8
CC(C)c1ccc(/C=C2\C(=O)N(CCN3CCOCC3)C(=S)N2C)cc1	-5.3	-13.1	0.5	0.8	3.5	18.3	93.5	88.5	10.2	11.7
COCc1cc(SC2CCCCC2)nc(C)n1	-1.1	2.3	-0.2	0.9	8.3	5.2	118.0	121.5	-13.6	-25.9
CCOC(=O)N1CC=C2C(C#N)=C(N)C(C#N)(C#N)[C@H](c3ccccc3OCC)[C@H]2C1	-0.8	-3.9	0.2	0.9	5.8	7.1	100.2	109.7	8.6	-10.6
COCCCn1c(SCC(=O)Nc2ccc(C(C)=O)cc2)nc2ccccc2c1=O	1.4	13.5	-0.1	0.9	1.0	13.2	104.9	115.4	0.7	-16.8
O=C(CCCn1c(=O)oc2ccccc21)NC1CCCCCC1	7.1	-17.8	-0.3	1	-1.1	1.7	108.5	103.0	-3.6	-5.6
Cc1nn(CCOc2ccccc2)c(=O)n1-c1ccccc1F	/	-0.1	0.4	1	2.0	2.9	127.8	127.7	-27.7	-30.8
CC(OC(=O)c1cccs1)C(=O)NCc1cccs1 (centres undefined)	-23.1	10.8	-0.1	0.9	-1.6	10.3	93.4	99.2	15.3	0.9
C=CCNC(=O)CSc1cc([N+](=O)[O-])cc(S(=O)(=O)Cc2ccccc2)c1	-0.9	-0.3	-0.3	0.9	8.8	13.9	98.9	94.8	2.2	5.8
CCN1CCCC1CNCC(O)COc1ccc(C(C)(C)C)cc1C (centres undefined)	-3.7	-35.8	0.0	1	8.2	-2.2	94.2	94.8	16.4	3.9
CCOc1cc2[nH]c(=S)n(CCC(=O)NCc3ccc(OC)cc3)c(=O)c2cc1OCC	11.9	1.5	-0.1	0.8	-0.3	17.9	100.6	100.1	8.6	-2.1
COc1ccc(C(=O)NC(=S)Nc2cccc(Cl)c2N2CCOCC2)cc1[N+](=O)[O-]	5.9	12.9	-0.4	0.8	6.3	15.3	93.1	95.8	13.3	4.7
O=C(CSCc1ccccc1Cl)Nc1ccc2c(c1)OCCO2	-137.3	-1.0	0.1	1	7.1	4.6	101.7	106.7	4.5	-7.4
CCOc1ccc(N2CC(C(=O)Nc3ccccn3)CC2=O)cc1 (centres undefined)	-15.4	10.7	-0.2	1	4.4	-0.1	99.0	102.4	5.5	-4.3
COc1ccc(NC(=O)NCCc2cccc(Cl)c2)cc1OC	-16.3	-5.3	0.3	0.8	10.1	20.4	95.5	98.8	14.0	1.5
Cc1c(NC(=O)C(C)OC(=O)C(NC(=O)c2ccco2)C(C)C)c(=O)n(-c2ccccc2)n1C (centres undefined)	-65.5	-5.6	0.1	1	7.4	-0.9	101.2	97.7	1.2	2.5
CCNC(=S)NNC(=O)c1cccc(Br)c1	-10.0	5.6	-0.4	0.9	10.4	6.9	95.7	98.5	11.6	1.6
CCc1sc(C(=O)NC)cc1Br	10.1	-7.7	-0.4	1	1.7	4.3	92.8	103.7	9.8	-4.0
CCc1ccccc1NC(=O)CN(C)C(=O)CSc1nnc(Nc2ccc(C)cc2)s1	0.2	5.4	-0.3	0.9	-14.3	8.5	104.5	94.0	-5.7	6.6
CC(C)CNc1nc(Oc2ccc(=O)[nH]n2)nc(N2CCOCC2)n1	-13.1	-8.9	0.1	1.1	8.0	-6.3	104.4	98.0	1.4	0.1
COC(=O)c1cc(COC(=O)c2nc3nccc(C)n3n2)oc1C	-4.1	-11.6	0.7	0.8	8.8	15.8	97.7	102.9	4.8	-4.7
CCCN1CCN(C(=S)Nc2ccc(S(N)(=O)=O)cc2)CC1	-17.6	-4.8	-0.2	1	-4.3	1.6	106.0	111.5	-1.7	-14.8
Cc1sc2ncnc(SCC(=O)NC3CC3)c2c1C	-6.5	-7.0	0.2	0.9	7.7	11.3	98.5	97.2	9.2	3.0

Compound activity: PubChem, several laboratories
